Source: PubChem BioAssay
FXIa inh – human FXIa protease inhibitors, primary screen, biochemical, 1536-well; Coagulation factor XI (Homo sapiens), P03951; purified FXIa, Boc-Glu-Ala-Arg-AMC fluorogenic substrate; inhibition, % at 5 µM; 220,000 tested, 0.14% active; AID 798, 2007;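 active means inhibition of at least 40%; inactive means inhibition below 40%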;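 further: fluorescence of freed AMC excited at 355 nm; 0% = enzyme without compound and 100% = no enzyme blank; many of its hits are not listed in these tables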
hK5 inh – human KLK5 protease inhibitors, primary screen, biochemical, 1536-well | Kallikrein-5 (Homo sapiens), Q9Y337 | recombinant hK5, fluorogenic AMC substrate cleavage | inhibition, % at 5 µM | 210,000 tested, 0.59% active;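 active means inhibition of 40% or more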;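 further: 0% = enzyme controls without compound and 100% = no-enzyme blanks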
14-3-3 Bad PPI – inhibitors of 14-3-3 zeta/Bad binding, primary screen, biochemical, TR-FRET, bovine 14-3-3 zeta; 14-3-3 protein zeta/delta (Bos taurus), P63103; 220,000 tested, 0.71% active; TR-FRET 14-3-3zeta/Dy647-pBad peptide displacement, 1 h; inhibition, % at 21.7 µM;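 active means inhibition above about 70%, limit read from the data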;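 further: 0% = full 14-3-3 plus peptide FRET controls and 100% = background without 14-3-3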
Target sequence (P63103 whole entry, looked up): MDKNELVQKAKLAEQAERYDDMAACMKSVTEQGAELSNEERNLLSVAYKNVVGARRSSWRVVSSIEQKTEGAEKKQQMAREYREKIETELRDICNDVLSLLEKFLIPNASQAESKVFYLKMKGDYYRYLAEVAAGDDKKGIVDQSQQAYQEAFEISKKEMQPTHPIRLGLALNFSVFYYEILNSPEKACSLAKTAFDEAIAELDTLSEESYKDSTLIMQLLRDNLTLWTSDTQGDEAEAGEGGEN
Runt-CBFb FRET – inhibitors of RUNX1 Runt–CBFb binding, primary screen, biochemical, FRET, Cerulean-Runt, Venus-CBFb, uHTS; Cerulean-Runt/Venus-CBFb FRET ratio 530/480, 1 h; AID 1496, 2009; 220,000 tested, 0.46% active; inhibition, % at 20 µM;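 active means inhibition over about 50% at 20 µM in the single-dose screen, limit read from the data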;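 further: 0% = DMSO wells and 100% = excess unlabeled CBFb competitor control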
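Measured by: fluorescence energy transfer, 422 nm excitation, 530/480 nm emission; test system: Cerulean-tagged RUNX1 Runt domain (FRET donor) fusion protein; buffer or medium: Tris pH 7.5 buffer with BSA; compound: one dose, 20 µM compound, 1% DMSO; times: two 1 h room-temperature incubations shielded from light; benchmarks: unlabeled CBFb 5 µM, positive control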
Hck Nef HTS – inhibitors of Nef-activated human Hck kinase, primary screen, biochemical, Z-Lyte FRET, 384-well, Hck-YEEI. Tyrosine-protein kinase HCK (Homo sapiens), P08631. Recombinant Hck-YEEI plus Nef, Z-Lyte FRET kinase assay. inhibition, % at 20 µM. 220,000 tested, 0.68% active. AID 463187, 2010;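 active means Hck-Nef kinase inhibition above about 50%, limit read from the data; inactive means inhibition below that limit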;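 further: 0% = DMSO with Hck plus Nef and 100% = Hck alone without Nef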
Thrombin inh – human alpha-thrombin inhibitors, primary screen, counter-screen for coagulation protease inhibitor project, biochemical, 1536-well, fluorogenic AMC substrate. Prothrombin (Homo sapiens), P00734. Boc-VPR-AMC fluorogenic substrate cleavage. 220,000 tested, 0.26% active. inhibition, % at 5 µM;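 active means inhibition at or above 40%; inactive means inhibition below 40%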;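 further: 0% = enzyme with no compound and 100% = wells without enzyme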
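signal = AMC fluorescence, 355/460 nm | material = human alpha-thrombin enzyme | control set = enzyme without compound as high, wells lacking enzyme as low | times = reaction at room temperature | read-out basis = percent inhibition scaled between no-compound controls and no-enzyme blanks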
FXIIa inh – human FXIIa protease inhibitors, primary screen, biochemical, 1536-well; Coagulation factor XII (Homo sapiens), P00748; purified FXIIa, Boc-QGR-AMC fluorogenic substrate, 2 h; 220,000 tested, 0.3% active; inhibition, % at 5 µM; in the data active means inhibition above about 40%;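 further: 0% = enzyme with no compound and 100% = blank without enzyme; many of its hits are not listed in these tables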
Wee1 degr inh – Wee1 degradation inhibitors, primary screen, cell-based, HeLa, Wee1K328M-luciferase, luminescence | reporter increase, % at 5 µM | HeLa Luc-Wee1K328M stability; 100% = proteasome inhibitor MG132 effect | 220,000 tested, 1.2% active | AID 1321, 2008;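 active means activation above the mean of all tested compounds plus 3 SD, set per screening run, cut at about 8.8% in these data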;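 further: cells exposed to compound for 20 h before luminescence read; 0% = DMSO alone and 100% = MG132 at 30 µM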
Target sequence (P30291 whole entry K328M): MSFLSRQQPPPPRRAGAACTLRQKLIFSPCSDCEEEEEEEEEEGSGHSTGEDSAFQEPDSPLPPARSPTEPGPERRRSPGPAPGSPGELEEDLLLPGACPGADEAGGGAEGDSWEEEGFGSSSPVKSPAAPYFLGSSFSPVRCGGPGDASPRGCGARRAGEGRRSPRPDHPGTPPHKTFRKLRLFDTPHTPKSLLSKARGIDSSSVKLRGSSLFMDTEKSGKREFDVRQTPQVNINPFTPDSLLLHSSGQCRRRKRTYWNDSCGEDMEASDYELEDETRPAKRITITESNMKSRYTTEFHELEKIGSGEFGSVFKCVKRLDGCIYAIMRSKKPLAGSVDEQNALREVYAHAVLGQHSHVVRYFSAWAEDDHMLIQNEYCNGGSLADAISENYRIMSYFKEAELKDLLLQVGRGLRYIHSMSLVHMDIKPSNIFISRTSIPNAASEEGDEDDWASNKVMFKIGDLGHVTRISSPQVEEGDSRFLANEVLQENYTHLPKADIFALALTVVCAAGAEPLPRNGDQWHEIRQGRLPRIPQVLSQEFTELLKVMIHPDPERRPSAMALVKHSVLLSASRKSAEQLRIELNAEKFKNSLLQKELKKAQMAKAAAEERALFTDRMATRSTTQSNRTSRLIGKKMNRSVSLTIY
Runt-SMMHC FRET – inhibitors of RUNX1 Runt–CBFb-SMMHC binding, primary screen, biochemical, FRET, Cerulean-Runt, Venus-CBFb-SMMHC, uHTS. Runt-related transcription factor 1 (Homo sapiens) + Core-binding factor subunit beta …. Cerulean-Runt/Venus-CBFb-SMMHC FRET ratio 530/480, 1 h. inhibition, % at 20 µM. 220,000 tested, 0.74% active. AID 1434, 2008;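 active means mean inhibition across duplicate retests at 20 µM reaching about 50%, limit read from the data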;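 further: 0% = DMSO wells and 100% = wells with excess untagged CBFb-SMMHC; inhibitors lower the FRET ratio by blocking Runt binding to CBFb-SMMHC; some results filed as inactive read as strong as hits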
Starred values were filed as active, the others as inactive; [ ] = another dose, or the depositor's remark.

What do the screens show for `Cc1ccc([N+](=O)[O-])cc1Nc1nc(N2CCOCC2)nc(N2CCOCC2)n1`?
FXIa inh: 1; hK5 inh: 3; 14-3-3 Bad PPI: 7; Hck Nef HTS: 20; Thrombin inh: -7; FXIIa inh: 12; Wee1 degr inh: -2

Results for CC1(C)N=C(c2ccccn2)C(C)(C)N1O ?
FXIa inh: -6; hK5 inh: -5; 14-3-3 Bad PPI: -3; Runt-CBFb FRET: 2; Hck Nef HTS: 2; Thrombin inh: -5; FXIIa inh: 7; Wee1 degr inh: -1; Runt-SMMHC FRET: -2

How did CCN1CCN(CCCNC(=O)c2cc3cc4ccc(OC)cc4nc3o2)CC1 do in these assays?
FXIa inh: -38; hK5 inh: inactive; Runt-CBFb FRET: -3; Hck Nef HTS: 1; Thrombin inh: -20; FXIIa inh: -164; Wee1 degr inh: -4; Runt-SMMHC FRET: 2

How did Cn1c(N)c(S(=O)(=O)NCc2ccccc2Cl)c(=O)n(C)c1=O do in these assays?
FXIa inh: 6; hK5 inh: 3; 14-3-3 Bad PPI: 6; Runt-CBFb FRET: 0; Hck Nef HTS: 7; Thrombin inh: -3; FXIIa inh: 10; Wee1 degr inh: 6; Runt-SMMHC FRET: 0

What do the screens show for `CC1CCCN(c2oc(-c3cccc4ccccc34)nc2C#N)C1` (stereo not given)?
FXIa inh: -19; hK5 inh: -32; 14-3-3 Bad PPI: -5; Runt-CBFb FRET: -7; Hck Nef HTS: 6; Thrombin inh: -12; FXIIa inh: -24; Wee1 degr inh: -3; Runt-SMMHC FRET: -5

Results for CC(=O)C1=C(C)NC(SCC(=O)c2ccc(Cl)cc2)=C(C#N)C1CC(C)C (stereo not given) ?
FXIa inh: 2; hK5 inh: -4; 14-3-3 Bad PPI: -12; Runt-CBFb FRET: 1; Hck Nef HTS: 1; Thrombin inh: 2; FXIIa inh: 13; Wee1 degr inh: 1; Runt-SMMHC FRET: 8

How did O=C(O)c1cc(=O)[nH]c2c(Cl)cccc12 do in these assays?
FXIa inh: -2; hK5 inh: 1; 14-3-3 Bad PPI: 5; Runt-CBFb FRET: 1; Hck Nef HTS: 18; Thrombin inh: -5; FXIIa inh: 6; Wee1 degr inh: -1; Runt-SMMHC FRET: -3

Results for CN(C)c1ccc(-c2noc(-c3ccccc3O)n2)cc1 ?
FXIa inh: -5; hK5 inh: -4; 14-3-3 Bad PPI: -3; Runt-CBFb FRET: 3; Hck Nef HTS: 0; Thrombin inh: -4; FXIIa inh: 6; Wee1 degr inh: -3; Runt-SMMHC FRET: 6

Results for O=C(Oc1ccccc1C(=O)N1CCOCC1)c1cccc(Br)c1 ?
FXIa inh: 6; hK5 inh: -3; 14-3-3 Bad PPI: 5[fluorescence artefact?]; Runt-CBFb FRET: -1; Hck Nef HTS: 3; Thrombin inh: -5; FXIIa inh: 5; Wee1 degr inh: -2; Runt-SMMHC FRET: 3

Results for Cc1onc(C(=O)N2CCN(C(c3ccccc3)c3ccccc3)CC2)c1[N+](=O)[O-] ?
FXIa inh: 0; hK5 inh: -11; 14-3-3 Bad PPI: 4; Runt-CBFb FRET: 0; Hck Nef HTS: -3; Thrombin inh: -1; FXIIa inh: 7; Wee1 degr inh: 1; Runt-SMMHC FRET: 2

What do the screens show for `CCOC(=O)C1=NNC2C(=O)N(Cc3ccccc3)C(=O)C12` (stereo not given)?
FXIa inh: 6; hK5 inh: 10; 14-3-3 Bad PPI: 0; Runt-CBFb FRET: 1; Hck Nef HTS: -2; Thrombin inh: 12; FXIIa inh: 7; Wee1 degr inh: 2; Runt-SMMHC FRET: 0

Results for CCCC/C(O)=C1\C(=O)CCCC1=NCCc1c(C)[nH]c2ccc(OC)cc12 ?
FXIa inh: -5; hK5 inh: -3; 14-3-3 Bad PPI: 36; Runt-CBFb FRET: -2; Hck Nef HTS: 20; Thrombin inh: -8; FXIIa inh: 2; Wee1 degr inh: 1; Runt-SMMHC FRET: -2

What do the screens show for `CC(C)OC(=O)C1C2C=CC3(CN(C(C)c4ccc(Br)cc4)C(=O)C13)O2` (stereo not given)?
FXIa inh: 6; hK5 inh: -2; 14-3-3 Bad PPI: 6[fluorescence artefact?]; Runt-CBFb FRET: 4; Hck Nef HTS: 1; Thrombin inh: -4; FXIIa inh: 12; Wee1 degr inh: 9; Runt-SMMHC FRET: -5

What do the screens show for `Nc1ncnc(Oc2cccc(C(F)(F)F)c2)c1[N+](=O)[O-]`?
FXIa inh: -3; hK5 inh: -4; 14-3-3 Bad PPI: -4; Runt-CBFb FRET: 2; Hck Nef HTS: 21; Thrombin inh: -3; FXIIa inh: 7; Wee1 degr inh: 1; Runt-SMMHC FRET: -2

Results for c1ccc(-c2nn3c(Cn4cnc5ccccc54)nnc3s2)cc1 ?
FXIa inh: -9; hK5 inh: -4; 14-3-3 Bad PPI: 3; Runt-CBFb FRET: 27; Hck Nef HTS: 1; Thrombin inh: -3; FXIIa inh: 10; Wee1 degr inh: -3; Runt-SMMHC FRET: 2

Results for CC(C)c1cccc(O)c(=O)c1 ?
FXIa inh: 0; hK5 inh: -1; 14-3-3 Bad PPI: -16; Runt-CBFb FRET: 1; Hck Nef HTS: 15; Thrombin inh: -6; FXIIa inh: 9; Wee1 degr inh: 2; Runt-SMMHC FRET: -4

Results for CCCCOC(=O)CCc1c(C)[nH]c(=O)c(C#N)c1C ?
FXIa inh: -5; hK5 inh: -3; 14-3-3 Bad PPI: -2; Runt-CBFb FRET: -3; Hck Nef HTS: 1; Thrombin inh: 1; FXIIa inh: 2; Wee1 degr inh: 2; Runt-SMMHC FRET: -2

What do the screens show for `Cc1c(C(=O)O)[nH]c2ccc([N+](=O)[O-])cc12`?
FXIa inh: -2; hK5 inh: -3; 14-3-3 Bad PPI: -6; Runt-CBFb FRET: 1; Hck Nef HTS: 28; Thrombin inh: -4; FXIIa inh: 4; Wee1 degr inh: 1; Runt-SMMHC FRET: -4

How did CCCCCCn1c(CN2CCCCC2C)nc2c1c(=O)n(C)c(=O)n2C (stereo not given) do in these assays?
FXIa inh: 4; hK5 inh: 1; 14-3-3 Bad PPI: 1; Runt-CBFb FRET: -9; Hck Nef HTS: -9; Thrombin inh: 1; FXIIa inh: 13; Wee1 degr inh: 7; Runt-SMMHC FRET: -6

Results for CN(Cc1ccccc1)c1ncc(C=O)s1 ?
FXIa inh: 6; 14-3-3 Bad PPI: -8; Runt-CBFb FRET: 1; Hck Nef HTS: -3; Thrombin inh: 5; FXIIa inh: 15; Wee1 degr inh: 1; Runt-SMMHC FRET: -4

What do the screens show for `Cc1ccccc1Cn1c(=O)[nH]c2ccccc21`?
FXIa inh: 0; hK5 inh: -1; 14-3-3 Bad PPI: -3; Runt-CBFb FRET: 2; Hck Nef HTS: 23; Thrombin inh: -7; FXIIa inh: 5; Runt-SMMHC FRET: -2

Results for Cc1cc(NC(=O)CCC(=O)N(Cc2cccs2)C(C(=O)NC2CCCC2)c2cccnc2)no1 (stereo not given) ?
FXIa inh: 6; hK5 inh: -6; 14-3-3 Bad PPI: 5[fluorescence artefact?]; Runt-CBFb FRET: -1; Hck Nef HTS: 0; Thrombin inh: 5; FXIIa inh: 11; Wee1 degr inh: 3; Runt-SMMHC FRET: 0

How did CN(C(=O)CSc1nnc(-c2ccncc2)n1-c1ccccc1)C1CCS(=O)(=O)C1 (stereo not given) do in these assays?
FXIa inh: -3; hK5 inh: 0; 14-3-3 Bad PPI: 3; Runt-CBFb FRET: 2; Hck Nef HTS: 11; Thrombin inh: -4; FXIIa inh: 2; Wee1 degr inh: -2; Runt-SMMHC FRET: 0

What do the screens show for `O=C(Nc1ccc2c(c1)Cc1ccccc1-2)c1cccnc1`?
FXIa inh: 0; hK5 inh: 9; 14-3-3 Bad PPI: -6; Runt-CBFb FRET: 0; Hck Nef HTS: 13; Thrombin inh: -2; FXIIa inh: 4; Wee1 degr inh: 2; Runt-SMMHC FRET: -4

How did S=c1[nH]ccn1-c1cccc(Cl)c1Cl do in these assays?
FXIa inh: 4; hK5 inh: 3; 14-3-3 Bad PPI: 2; Runt-CBFb FRET: 11; Hck Nef HTS: 2; Thrombin inh: 2; FXIIa inh: 13; Wee1 degr inh: -2; Runt-SMMHC FRET: -1

How did Cc1ccc(NS(=O)(=O)c2cc(C(=O)O)ccc2Cl)c(C)c1 do in these assays?
FXIa inh: 1; hK5 inh: -13; 14-3-3 Bad PPI: -8; Runt-CBFb FRET: 0; Hck Nef HTS: 4; Thrombin inh: 3; FXIIa inh: 8; Wee1 degr inh: -2; Runt-SMMHC FRET: 0

Results for CC(C)OC(=O)CSc1nnc(-c2cccnc2)n1N ?
FXIa inh: 2; hK5 inh: 4; 14-3-3 Bad PPI: -5[fluorescence artefact?]; Runt-CBFb FRET: 0; Hck Nef HTS: 0; Thrombin inh: -4; FXIIa inh: 2; Wee1 degr inh: -2; Runt-SMMHC FRET: -4

How did COc1cc(-c2nn3c(-c4ccccc4)nnc3s2)cc(OC)c1OC do in these assays?
FXIa inh: -11; hK5 inh: -17; 14-3-3 Bad PPI: -8[fluorescence artefact?]; Runt-CBFb FRET: -2; Hck Nef HTS: 2; Thrombin inh: 1; FXIIa inh: 9; Wee1 degr inh: 0; Runt-SMMHC FRET: -2

Of the compounds above, 3 have a cyano group.
What do the screens show for `CC1CCCN(c2oc(-c3cccc4ccccc34)nc2C#N)C1` (stereo not given)?
FXIa inh: -19; hK5 inh: -32; 14-3-3 Bad PPI: -5; Runt-CBFb FRET: -7; Hck Nef HTS: 6; Thrombin inh: -12; FXIIa inh: -24; Wee1 degr inh: -3; Runt-SMMHC FRET: -5

Results for CC(=O)C1=C(C)NC(SCC(=O)c2ccc(Cl)cc2)=C(C#N)C1CC(C)C (stereo not given) ?
FXIa inh: 2; hK5 inh: -4; 14-3-3 Bad PPI: -12; Runt-CBFb FRET: 1; Hck Nef HTS: 1; Thrombin inh: 2; FXIIa inh: 13; Wee1 degr inh: 1; Runt-SMMHC FRET: 8

Results for CCCCOC(=O)CCc1c(C)[nH]c(=O)c(C#N)c1C ?
FXIa inh: -5; hK5 inh: -3; 14-3-3 Bad PPI: -2; Runt-CBFb FRET: -3; Hck Nef HTS: 1; Thrombin inh: 1; FXIIa inh: 2; Wee1 degr inh: 2; Runt-SMMHC FRET: -2

Not a hit list. Share with any hit: about 4.2%.
